Source: PubChem BioAssay (National Center for Advancing Translational Sciences (NCATS))
TDP1 block: TDP1 (human) enzyme inhibition; Q9NUW8; recombinant TDP1, AlphaScreen DNA substrate cleavage; Potency, µM (doses to about 130 µM), without a hit: at the top dose activity change, negative = inhibition, most hits filed as inhibitors; 350,000 compounds, 0.28% hits; further: nearly all actives have a fitted effect of over 40% in size
Target sequence (Q9NUW8 whole entry, looked up): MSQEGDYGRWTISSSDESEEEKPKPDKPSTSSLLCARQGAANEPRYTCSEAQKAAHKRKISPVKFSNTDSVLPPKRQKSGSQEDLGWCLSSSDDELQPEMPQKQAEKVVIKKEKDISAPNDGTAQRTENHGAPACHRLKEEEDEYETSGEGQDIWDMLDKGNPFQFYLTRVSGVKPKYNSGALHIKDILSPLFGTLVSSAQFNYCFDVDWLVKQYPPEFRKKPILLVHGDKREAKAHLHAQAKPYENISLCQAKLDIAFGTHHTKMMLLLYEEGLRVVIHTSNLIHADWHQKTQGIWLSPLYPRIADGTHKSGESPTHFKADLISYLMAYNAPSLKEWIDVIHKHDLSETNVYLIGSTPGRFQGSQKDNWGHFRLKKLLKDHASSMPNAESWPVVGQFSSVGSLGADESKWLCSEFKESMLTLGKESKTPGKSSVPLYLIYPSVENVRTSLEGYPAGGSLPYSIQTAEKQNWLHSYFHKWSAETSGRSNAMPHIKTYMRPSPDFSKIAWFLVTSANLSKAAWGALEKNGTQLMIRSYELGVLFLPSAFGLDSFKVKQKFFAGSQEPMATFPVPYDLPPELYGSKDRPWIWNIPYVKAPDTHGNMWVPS
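Recombinant E. coli-expressed Tdp1 (1 nM) preincubated with compound 15 min at RT, then 5'-biotin/3'-phosphotyrosine-FITC DNA substrate (15 nM) added for 5 min. AlphaScreen beads (10 ug/ml) added, 10 min RT; tyrosine-FITC cleavage read as signal loss.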
N370S GC: N370S glucocerebrosidase modulation, Gaucher chaperone candidate | 330,000 compounds, 0.092% hits | N370S GC spleen homogenate, 4MU-glucoside fluorescence | P04062 | Potency, µM (doses to about 59.4 µM), for inactives: at the highest dose activity change, negative = inhibition, usual class: inhibitors;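 further: 0% = full enzyme activity and -100% = no enzyme basal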
FEN1 inh: blocks human flap endonuclease 1; Recombinant FEN1 flap cleavage, fluorescence, 15 min; P39748; 390,000 compounds, 0.35% hits; Potency, µM (doses to about 114 µM), for the others: top-dose activity change, negative = inhibition, hits mostly inhibitors; AID 588795; further: nearly all actives have a fitted effect of over 65% in size
Target sequence (P39748 whole entry, looked up): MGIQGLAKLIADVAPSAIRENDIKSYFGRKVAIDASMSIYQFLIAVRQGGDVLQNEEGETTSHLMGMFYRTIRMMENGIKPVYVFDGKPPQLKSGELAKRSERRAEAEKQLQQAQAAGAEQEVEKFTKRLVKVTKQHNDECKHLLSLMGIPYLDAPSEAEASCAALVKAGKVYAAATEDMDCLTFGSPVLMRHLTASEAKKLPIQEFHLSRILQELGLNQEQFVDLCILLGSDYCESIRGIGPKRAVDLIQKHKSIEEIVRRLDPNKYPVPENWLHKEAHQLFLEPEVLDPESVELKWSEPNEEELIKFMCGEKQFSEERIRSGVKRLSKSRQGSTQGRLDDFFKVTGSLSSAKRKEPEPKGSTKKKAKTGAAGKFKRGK
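Concentration–response screening of FEN1 (10 nM): 15 min compound preincubation at room temperature, reaction started with 50 nM substrate and read at 0 and 15 min. Corrected, normalized data were fitted by a four-parameter Hill equation.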
Starred values were filed as active, the others as inactive; ? = inconclusive; . = not tested or not shown; & = joins results of further samples; [ ] = dose if it differs, or a comment. The call rests on the fitted dose curve; in most records, active means well fitted curve in the direction sought with a large enough effect; inconclusive means small, poorly fitted or top-dose-only effect, or another doubt; inactive means no such curve, though single readings can be large; an effect the other way counts as inactive or inconclusive. Unless noted, on the % scale 0 is the no-effect control and ±100 the full control effect; potency means the concentration at half of the fitted maximal effect.

SMILES	TDP1 block	N370S GC	FEN1 inh
Cc1cccc(C(=O)Nc2cccc(OCc3cc(=O)n4ccccc4n3)c2)c1	8%	.	20%
COc1ccc(-c2noc(CSc3nnc(C)n3-c3ccc(C)cc3)n2)cc1	-1%	.	-7%
O=c1cc(CN2CCN(c3ccc(F)cc3)CC2)c2cc3c(cc2o1)CCCC3	-2%	-5%	-1%
Cc1ccc(C(=O)C(NC(=O)c2ccco2)Nc2sc3c(c2C(N)=O)CCCC3)cc1 (stereo unspecified)	8%	-4%	.
O=C(c1ccco1)N1CCN(/C=C2\Nc3ccccc3C(=O)N2c2ccc(F)cc2)CC1	0%	.	2%
CN(C)S(=O)(=O)c1cc(NC(=O)CNCc2ccccc2)ccc1Cl	8%	-6%	5%
CNC(=O)NC(=O)Cn1nc2n(c1=O)-c1ccccc1SC2	.	-21%	-3%
Cc1ccc(-c2nc3ccccn3c2C=O)cc1	9%	13%	9%
C/C(=N/N1CCN(Cc2cccc3ccccc23)CC1)c1ccco1	9%	-1%	3%
O=C(O)c1cc(=O)c2cc(Cl)ccc2o1	0%	4%	7%
COc1cccc(-c2nc(C(N)=O)c3[nH]c(=O)n(-c4ccccc4)c3n2)c1OC	2%	6%	-2%
COc1ccc(S(=O)(=O)NC(C)C(=O)NCc2cccnc2)cc1OC (stereo unspecified)	7%	1%	11%
C[C@H]1COC(=O)[C@H]2CCCN2C(=O)[C@@H](C)COC(=O)[C@H](Cc2ccccc2)NC1=O	2%[21 µM]	7%[12.8 µM]	.
N=C1/C(=C\c2coc3ccccc3c2=O)C(=O)N=C2SC=CN12	.	-3%	?
CN1CCC(OC(=O)COc2ccc(Br)cc2)CC1	-2%	-17%	1%
CCn1cc(CN2CCC(n3nccc3NC(=O)c3cccc(F)c3)CC2)cn1	3%	-12%	6%
Cc1ccc2c(c1)CCCN2C(=O)c1cc(C)c(C)s1	-9%	-2%	-15%
Cc1ccnc(NC(=O)CCC(=O)N(CC(=O)NCc2ccccc2)Cc2ccccc2)c1	9%	-4%	3%
CCOC(=O)c1cccc(NC(=O)CSc2nnc(COc3ccccc3)n2CC)c1	0%	-28%	-11%
COc1ccc(C)cc1N(C(=O)c1ccco1)C(C(=O)NC1CCCC1)c1ccc(N2CCOCC2)cc1 (stereo unspecified)	.	-2%	1%
COc1cc(NC(=O)CSc2nc3ccccc3cc2Cc2ccccc2)cc(OC)c1	7%	?	-21%
CCC(C)N(C(=O)COC(=O)C1C(C(=O)OC)=C(C)NC(C)=C1C(=O)OC)C1CCS(=O)(=O)C1 (stereo unspecified)	-6%	-9%	-12%
Cc1ccc(NC(=O)CSCC(=O)N2CCCc3ccccc32)cc1	-7%	?	10%
C#CC(=O)N(c1cc(OC)ccc1OC)C(C(=O)NC1CCCC1)c1cccs1 (stereo unspecified)	0%	-2%	-12%
COc1ccc(NC(=O)N2CCCC2C(=O)NCC2CCCCC2)cc1 (stereo unspecified)	-3%	-2%	2%

Sorted by SMILES length (falling): some entries from above
SMILES	TDP1 block	N370S GC	FEN1 inh
CCC(C)N(C(=O)COC(=O)C1C(C(=O)OC)=C(C)NC(C)=C1C(=O)OC)C1CCS(=O)(=O)C1 (stereo unspecified)	-6%	-9%	-12%
COc1ccc(-c2noc(CSc3nnc(C)n3-c3ccc(C)cc3)n2)cc1	-1%	.	-7%
N=C1/C(=C\c2coc3ccccc3c2=O)C(=O)N=C2SC=CN12	.	-3%	?

Going on with the list.
SMILES	TDP1 block	N370S GC	FEN1 inh
COc1cccc(C=O)c1OC(=O)N1CCOCC1	.	-4%	4%
CC(=O)c1ccccc1OCC(=O)Nc1cccc(S(=O)(=O)N2CCCC2)c1	1%	.	15%
Cc1ccccc1OCC(=O)OCC(=O)N1CCCc2ccccc21	-6%	0%	3%
c1csc(-c2nc3ccccc3s2)c1	4%	5%	1%
Cc1ccc(CN(Cc2cccnc2)C(=S)Nc2cccc(Cl)c2C)cc1	0%	13%	6%
COc1ccc(CCN2C(=NC(C)=O)SC3CS(=O)(=O)CC32)cc1OC (stereo unspecified)	.	-1%	5%
Cc1ccc(S(=O)(=O)N2CCN=C2SCc2ccc(Cl)c(Cl)c2)cc1	-10%	-3%	9%
CCC(C)(C)NC(=O)/C=C/c1cc(OC)c(OC)c(S(=O)(=O)N2CCc3ccccc32)c1	8%	9%	-2%
COc1cc(OC)c(Nc2nc3ccc(C(=O)c4ccccc4)cc3n3c(C)nnc23)cc1Cl	2%	.	-5%
Cc1ccc(C(=O)NCC(=O)Nc2ccncc2)s1	3%	-3%	6%
CC(=O)Nc1nc(-c2cccs2)cs1	2%	-25%	-12%
C/C=C\C(=O)Nc1cccc(C2=NOC3(C2)C[C@@H](C(N)=O)N(C(=O)c2ccccc2)C3)c1 (stereo partly specified)	1%	-7%	8%
CCOC(=O)N1CCN(C(=O)COc2cc(=O)n(C)c3ccccc23)CC1	2%	7%	0%
Cc1cccc(NC(=O)CSc2ncc(-c3ccccc3)[nH]2)c1C	6%	.	-14%
O=C(O)C1CCN(c2ccc(S(=O)(=O)N3CCCCC3)cc2[N+](=O)[O-])CC1	14%	-3%	3%
O=C(Cn1c(-c2ccccc2)c[n+]2ccsc12)c1ccccc1	3%	-6%	15%
CS(=O)(=O)N1CCC(N2CCN(Cc3ccccc3)C(=O)C2=O)CC1	0%	.	0%
COc1cc(/C=N/NS(=O)(=O)c2ccc(C)cc2)ccc1OCc1cccc(C(=O)O)c1	2%	12%	2%
O=C1NC2=C(C(=O)CCC2)C(c2ccccc2)N1 (stereo unspecified)	-6%	-7%	2%
O=C(NC1CCCCC1)C(c1ccco1)N(C(=O)C(F)(F)F)C1CC1 (stereo unspecified)	-1%	9%	38%[activator]
CCCCC(CC)C(=O)Nc1cc(C(=O)NCc2ccc(C)cc2)ccc1N1CCC2(CC1)CC(c1cccc(Br)c1)=NO2 (stereo unspecified)	0%	-2%	3%
CN1/C(=C\C=[N+](C)c2ccccc2)C(C)(C)c2ccccc21	4%	-6%	-15%
Cc1ccc(NCN2C(=O)C3C4CCC(C4)C3C2=O)cc1 (stereo unspecified)	2%	1%	.
Clc1ccc(SCCOCCN2CCCCCC2)cc1	.	-10%	1%
O=C(CN1C(=O)NC2(CCCC2)C1=O)NC(c1ccccc1)c1ccccc1	-1%	.	8%

Some of the entries so far, with values under each structure.
Sequence of screens – TDP1 block | N370S GC | FEN1 inh
CS(=O)(=O)N1CCC(N2CCN(Cc3ccccc3)C(=O)C2=O)CC1
  0% | . | 0%
COc1cc(/C=N/NS(=O)(=O)c2ccc(C)cc2)ccc1OCc1cccc(C(=O)O)c1
  2% | 12% | 2%
O=C1NC2=C(C(=O)CCC2)C(c2ccccc2)N1 (stereo unspecified)
  -6% | -7% | 2%
O=C(NC1CCCCC1)C(c1ccco1)N(C(=O)C(F)(F)F)C1CC1 (stereo unspecified)
  -1% | 9% | 38%[activator]
CCCCC(CC)C(=O)Nc1cc(C(=O)NCc2ccc(C)cc2)ccc1N1CCC2(CC1)CC(c1cccc(Br)c1)=NO2 (stereo unspecified)
  0% | -2% | 3%
CN1/C(=C\C=[N+](C)c2ccccc2)C(C)(C)c2ccccc21
  4% | -6% | -15%

Remaining list, next part.
SMILES	TDP1 block	N370S GC	FEN1 inh
CN(C)C1(CNC(=O)C2CCC(=O)N(Cc3ccc(Cl)cc3)C2)CCCCC1 (stereo unspecified)	0%	-13%	-13%
CC1=C(C(=O)OCc2ccccc2)C(c2cccc([N+](=O)[O-])c2)NC(=O)N1C (stereo unspecified)	8%	1%	-23%
Cn1c(=O)oc2cc(S(=O)(=O)NCCC(=O)Nc3ccc4c(c3)OCCO4)ccc21	0%	5%	-7%
O=S(=O)(c1ccc2c(c1)OCCO2)N1CCN(c2nc(-c3cccs3)nc3ccccc23)CC1	1%&1%	.	5%&2%
CN(CC(=O)Nc1ccc(Cl)c(C(F)(F)F)c1)C(=O)Cc1cccs1	1%	2%	-12%
Cc1cc(C)cc(C(=O)N(NC(=O)Nc2ccc(Cl)cc2)C(C)(C)C)c1	-2%	4%	3%
O=C(O)c1ccccc1S(=O)(=O)NCC(O)COc1ccc(Br)cc1 (stereo unspecified)	-2%	9%	8%
COc1cc2c(cc1OC)C1CCC3=C([C@H](C)OC3=O)N1CC2 (stereo partly specified)	7%	-3%	.
CCCCC1(C)Cc2ccccc2C(=S)N1 (stereo unspecified)	8%	-1%	5%
Cc1cccc(N2C(=O)CC(N(C(=O)c3ccco3)c3cccc(C)c3)C2=O)c1 (stereo unspecified)	-1%[56.1 µM]	-11%	-2%
Cc1ccc(Sc2ccc(N3CCCC(C(=O)Nc4ccc(Br)cc4)C3)nn2)cc1 (stereo unspecified)	5%	.	-11%
COc1ccc(NC(=O)CN(C)C(=O)c2cc(S(=O)(=O)N(C)C)ccc2N2CCCC2)cc1	.	1%	-5%
CCOC(=O)c1c(NC(=O)c2cc(=O)c3cc(C)cc(C)c3o2)sc(C)c1C	2%	.	17%
COc1ccc(N(Cc2ccc(N(C)C)cc2)C(=O)c2ccc(S(C)(=O)=O)cc2)cc1	10%	-16%	-18%
CN(C)C(=O)CSc1nc(-c2cccs2)c(-c2cccs2)[nH]1	-5%	1%	10%
NS(=O)(=O)c1ccc(CCNC(=O)C(=O)NCC2OCCN2S(=O)(=O)c2ccc(F)cc2)cc1 (stereo unspecified)	2%	-1%	-7%
O=C(CN1CCN(CC(=O)Nc2ccccc2F)CC1)Nc1ccc(Cl)c(C(F)(F)F)c1	2%	.	-6%
Cc1ccc(-n2cc(CNCCc3ncc(C)[nH]3)c(-c3ccc(F)cc3)n2)cc1	0%	3%	-5%
Cc1ccc(S(=O)(=O)N2CCN(C(=O)COC(=O)C3CCC3)CC2)c(C)c1	0%	0%	3%
COc1ccc(C)cc1S(=O)(=O)Nc1cccc(-c2ccc(N3CCCC3)nn2)c1	1%	.	3%
Cc1ccc(-n2nnnc2SCC(=O)NNC(=O)c2ccco2)cc1C	3%	16%	-1%
O=C(Nc1ccccc1NC(=O)NC1CCCCC1)NC1CCCCC1	8%	2%	-3%
CC1CN(Cc2nc3c(c(=O)[nH]c(=O)n3C)n2CCCc2ccccc2)CC(C)O1 (stereo unspecified)	3%	6%	2%
COc1ccc(C(CNC(=O)CCOc2ccccc2)N(C)C)cc1 (stereo unspecified)	5%	-4%	1%
O=C(c1ccco1)n1nc(NCc2ccccc2)nc1NCc1ccccc1	5%	1%	-15%

Next part.
SMILES	TDP1 block	N370S GC	FEN1 inh
Cc1cc(C)c(OC2(c3ccccc3)OC(=O)c3ccccc32)c(C)c1 (stereo unspecified)	-6%	8%	-20%
COc1ccc(/C=C/C(=O)NC(=S)N2CCCC(C(N)=O)C2)cc1 (stereo unspecified)	1%	-7%	9%
Cc1c2cnn(-c3ccccc3)c(=O)c2c(C)n1CCCC(=O)Nc1cc(F)ccc1F	5%	.	3%
COC1=C[C@@H](C)C2CC3OC(=O)C[C@H]4C(C)=C(OC)C(=O)C([C@@]2(C)C1=O)[C@@]34C (stereo partly specified)	5%	21%	.
CCOC(=O)c1c(C)[nH]c(C(=O)OCC(=O)N(C)c2c(N)n(Cc3ccccc3)c(=O)[nH]c2=O)c1C	0%	.	-10%
Cc1ccc(OCc2n[nH]c(=S)n2Cc2ccccc2)cc1	5%	4%	-2%
CCOC(=O)c1ccccc1NC(=O)CSc1nc(N)cc(=O)[nH]1	3%	7%	-7%
Cn1c(=O)c2c(ncn2CC(=O)OCC(=O)NCCc2ccccc2)n(C)c1=O	9%	-9%	3%
Cc1ccc2c(c1)C1CN(C)CCC1N2C(=S)Nc1ccc(OC(F)F)cc1 (stereo unspecified)	-1%	-8%	-5%
O=C(CSc1nc(NS(=O)(=O)c2ccccc2)cc(=O)[nH]1)Nc1ccc(F)cc1	28µM*	-4%[2.35 µM]	?
Cc1ccc(NC(=O)C(C)N2C(=O)c3ccccc3C2=O)cc1S(=O)(=O)N1CCOCC1 (stereo unspecified)	6%	2%	12%
Cc1cccc(NC(=O)Cc2ccc(Br)cc2)n1	.	2%	23%
COC(=O)[C@H](CC(C)C)NC(=O)NCc1ccc(Cl)cc1	.	0%	2%
C/C(CC(=O)N(C(C)C)C(C)C)=N\NC(=O)COc1ccc(Br)cc1Br	0%	-3%	-7%
CCn1c(Cl)c(C=O)s/c1=N\S(=O)(=O)c1ccccc1	0%	7%	-18%
Cc1ccc(C(=O)OCC(=O)NC(=O)c2cccn2C)cc1[N+](=O)[O-]	5%	4%	-3%
O=c1cc(-c2ccccc2)c2cc(Cl)c3c(c2o1)CN(Cc1ccccc1)CO3	5%	.	21%
CC1CCC2(CC1)NC(=O)N(CC(=O)NCc1ccc3c(c1)OCO3)C2=O (stereo unspecified)	.	-5%	-9%
O=C(NCCc1ccccc1)C1CCN(S(=O)(=O)N2CCC3(CC2)OCCO3)CC1	3%	11%	1%

Compound profiles, from the list above.
`CCn1c(Cl)c(C=O)s/c1=N\S(=O)(=O)c1ccccc1` in the list: TDP1 block: 0%; N370S GC: 7%; FEN1 inh: -18%
`Cc1cc(C)c(OC2(c3ccccc3)OC(=O)c3ccccc32)c(C)c1` (stereo unspecified) in the list: TDP1 block: -6%; N370S GC: 8%; FEN1 inh: -20%
